# High-throughput results as filed in PubChem BioAssay.
# KAT2A inh = qHTS Assay for Inhibitors of GCN5L2. GCN5L2 HAT assay, ThioGlo1 CoA-SH fluorescence. hit rate 0.21% among 390,000. Potency, µM (doses to about 58.9 µM), for the others: at the highest dose activity change, negative = inhibition, actives largely listed as inhibitors
#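 Preincubate 20nM GCN5L2 with compound 15 min, RT → add 50uM ThioGlo1 + 75uM H3(1-25) + 70uM acetyl-CoA → read fluorescence 0 and 20 min. Primary qHTS; fluorescent artifacts likely.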
# DT40 TDP1 CPT = qHTS for Inhibitors of human tyrosyl-DNA phosphodiesterase 1 (TDP1): qHTS in cells in presence of CPT | chicken DT40 Tdp1-/-;hTDP1 cells + 20 nM CPT, ATP luminescence, 48 h | AID 686979, 2013 | Potency, µM (titrated, usually from 46.2 µM), for inactives: at the top dose activity change, negative = growth inhibition, most hits filed as inhibitors | hit rate 12% among 420,000; note: nearly all actives have a fitted effect of over 55% in size
#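 Chicken DT40 Tdp1-/- cells complemented with human TDP1, 400 cells/well, exposed to compounds plus 20 nM camptothecin for at least 48 h at 37 C; viability read as ATP content by CellTiter-Glo luminescence.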
# FEN1 inh = qHTS Assay for the Inhibitors of Human Flap endonuclease 1 (FEN1). AID 588795, 2011. Potency, µM (highest dose often 114 µM), for the others: at the top dose activity change, negative = inhibition, actives largely listed as inhibitors. Recombinant FEN1 flap cleavage, fluorescence, 15 min. hit rate 0.35% among 390,000. P39748; note: nearly all actives have a fitted effect of over 65% in size
# Target sequence (P39748 whole entry, looked up): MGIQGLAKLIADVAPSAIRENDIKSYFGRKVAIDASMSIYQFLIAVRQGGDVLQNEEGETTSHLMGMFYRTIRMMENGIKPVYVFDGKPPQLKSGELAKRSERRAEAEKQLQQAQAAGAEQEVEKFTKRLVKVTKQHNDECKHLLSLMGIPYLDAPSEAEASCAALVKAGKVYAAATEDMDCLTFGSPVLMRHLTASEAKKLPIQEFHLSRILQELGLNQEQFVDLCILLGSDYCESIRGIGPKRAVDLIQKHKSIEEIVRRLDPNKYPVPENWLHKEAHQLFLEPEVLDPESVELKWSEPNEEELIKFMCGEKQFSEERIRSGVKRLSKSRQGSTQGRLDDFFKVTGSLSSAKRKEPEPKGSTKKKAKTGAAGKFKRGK
#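 In this screen, 50 nM flap DNA substrate was added to 10 nM FEN1 pretreated with compound for 15 min at room temperature; cleavage was followed with reads at 0 and 15 min, and Hill fitting gave concentration–response parameters.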
# * = called active by the depositor; ? = inconclusive; · = no result given; & = joins results of further samples. Calls come from the whole dose curve; as a rule, active = well fitted curve in the direction sought with a large enough effect; inconclusive = small, poorly fitted or top-dose-only effect, or another doubt; inactive = no such curve, though single readings can be large; an effect the other way counts as inactive or inconclusive. % is set by controls: 0 for no effect and ±100 for the full control effect; potency is the fitted concentration of half-maximal effect.
# Start of the listing, in advance, 2 compounds:
SMILES,KAT2A inh,DT40 TDP1 CPT,FEN1 inh
CN(c1ccccc1C(=O)Nc1ccc(S(=O)(=O)N2CCOCC2)cc1)S(C)(=O)=O,1%,6%,7%
COc1ccc(C2(CNC(C)=O)CCOCC2)cc1OC,-4%,2%,-10%

# The listing, from the start:
SMILES,KAT2A inh,DT40 TDP1 CPT,FEN1 inh
CN(c1ccccc1C(=O)Nc1ccc(S(=O)(=O)N2CCOCC2)cc1)S(C)(=O)=O,1%,6%,7%
COc1ccc(C2(CNC(C)=O)CCOCC2)cc1OC,-4%,2%,-10%
O=C(NCCO)/C(=C/c1ccc2c(c1)OCO2)NC(=O)c1ccc(Br)cc1,-11%,?,1%
O=C(CSC1=NCCS1)N1CCCCCC1,-2%,-17%,6%
Cc1ccc2cc(COC(=O)c3ccncc3)c(=O)[nH]c2c1,2%,-2%,-3%
O=C(NCc1ccccn1)c1nc(Cn2ccc([N+](=O)[O-])n2)no1,0%,1%,0%
CCOC(=O)C1=C(C)NC(=O)CC1c1ccccc1OC (stereo unspecified),-4%,-25%,2%
CC(=O)NC(c1cc(F)c2cccnc2c1O)C1CC1 (stereo unspecified),4%&-9%,·,17%
COc1nc(Nc2ccc([N+](=O)[O-])cc2)nc(NC2CCCCC2)n1,-7%,?,-25%
Cc1ccc(C(NC(=O)N2CCCC2)C(Cl)(Cl)Cl)cc1F (stereo unspecified),-8%,?,2%
COc1ccccc1CNC(=O)CN1C(=O)NC2(CCCC2)C1=O,2%,24%,4%
COCCNC(=O)c1c(NC(=O)Cc2coc3cc(C)ccc23)sc2c1CCCC2,-7%,23µM*,-17%
Cc1c(NC(=O)Cn2[nH]c(=O)c3ccccc3c2=O)c(=O)n(-c2ccccc2)n1C,-3%,?,8%
CCOc1ccc(/C=N/NC(=O)c2nnn(-c3nonc3N)c2-c2cccs2)cc1,-23%,-1%,-11%
CCCNC(=O)Cn1nc(-c2ccc(F)cc2)c2cnc3ccc(F)cc3c21,21%,-9%,21%
Cc1cccc(NC(=O)CSc2nc3ccccc3nc2N2CCC(C)CC2)c1,2%,21µM*,8%
COc1cccc(OC)c1C(=O)Nc1ccc(N2CCCCC2)cc1,·,0%,-1%
O=C(Cn1ccc(NC(=O)OCc2ccccc2)nc1=O)NCCN1CCOCC1,-1%,-14%,4%
O=C(/C=C/c1ccccc1Cl)Nn1cnc2ccccc2c1=O,-2%,?,19%
COC(=O)C1=C(N)OC2=C(C(=O)CCC2)C1c1cccs1 (stereo unspecified),-11%,4%,0%
CC(/C=C/c1ccccc1)=N/NC(=O)C(O)c1ccccc1 (stereo unspecified),-2%,-11%,20%
CC(=O)c1ccc(OCCCCCCCOc2ccc(C(C)=O)cc2)cc1,2%,-3%,-7%
CC(OC(=O)CCc1nc2ccccc2[nH]c1=O)C(=O)c1ccccc1 (stereo unspecified),1%,?,-2%
C[N+]1(C)CC2=Cc3ccccc3CC2C1 (stereo unspecified),17%,4%,14%
Cc1ccc(OCC(=O)Nc2ccc3nn(-c4ccc(Cl)cc4)nc3c2)cc1,-9%,7%,-9%
COc1ccc(S(=O)(=O)N(Cc2ccccc2)c2ccccc2C(=O)Nc2ccccc2C(=O)NCc2ccco2)cc1,-8%,?,-3%
Cc1nc(Oc2ccc(Cl)cc2)c2oc3ccccc3c2n1,-16%,-14%,2%
O=C(O)CCC(=O)Nc1ccc(-c2nnc(-c3ccco3)o2)cc1,-4%,4%,-3%
Cc1ccc(NC(=O)C(C)Sc2nc3nc(C)cc(C)n3n2)cc1 (stereo unspecified),0%,-6%,-2%
Cc1cc(NC(=O)CN(C)CCOc2ccccc2)ccc1Br,-14%,18µM*,-6%
CC(=C1SC(=S)NC1=O)c1ccccc1,·,-10%,3%
CCOC(=O)C1CCN(C(=O)CCNC(=O)Cn2cnc3ccccc3c2=O)CC1,2%,6%,6%
OC(COc1ccc2c(c1)OCO2)CN1CCCC1 (stereo unspecified),-2%,-1%,-6%
N#C/C(=C\c1c(Cl)cccc1Cl)c1nc2ccccc2o1,21%,-18%,-5%
O=C(NNC(=O)c1ccc(F)c(S(=O)(=O)N2CCOCC2)c1)c1ccc(Br)cc1,-4%,?,-1%
CCc1nc(C#N)c(N2CCOCC2)o1,-2%,-10%,6%
CCC(Oc1ccccc1F)C(=O)Nc1cc(-c2ccccc2)no1 (stereo unspecified),-13%,?,1%
CC(=O)N1CCOc2ccc(S(=O)(=O)N(C)c3ccc(C)cc3)cc21,-4%,?,2%
Cc1cc(O)ccc1NC1=CC(=O)CC(C)(C)C1,-5%,0%,-1%
Cc1cc(C(=O)COC(=O)CC2Sc3ccccc3NC2=O)c(C)n1-c1ccc(Br)cc1 (stereo unspecified),-5%,-16%,-22%
CCOc1ccc(CCNC(=O)c2cc(Nc3ccc(C)cc3C)nc3ccccc23)cc1OCC,3%,8.2µM*,8%
CN(C)Cc1ccccc1Sc1cccc2ccccc12,-5%,?,-3%
CC1=C(C(=O)OCc2ccccc2)C(/C=C/c2ccccc2)N2C(=O)CCSC2=N1 (stereo unspecified),-8%,?,8%
COC(=O)c1cccc([N+](=O)[O-])c1CS(=O)(=O)c1ccc(C)cc1,-4%,13%,-7%
Cc1sc2ncn(CC(=O)N3CCN(c4ccc(F)cc4)CC3)c(=O)c2c1S(=O)(=O)N1CCN(c2ncccn2)CC1,-9%,?,-17%

# Three compounds out of the list, sorted by SMILES length, falling:
SMILES,KAT2A inh,DT40 TDP1 CPT,FEN1 inh
CCOc1ccc(CCNC(=O)c2cc(Nc3ccc(C)cc3C)nc3ccccc23)cc1OCC,3%,8.2µM*,8%
CC(=O)N1CCOc2ccc(S(=O)(=O)N(C)c3ccc(C)cc3)cc21,-4%,?,2%
Cc1cc(O)ccc1NC1=CC(=O)CC(C)(C)C1,-5%,0%,-1%

# (more compounds)
SMILES,KAT2A inh,DT40 TDP1 CPT,FEN1 inh
Cc1ccc(S(=O)(=O)N(C)c2ccc(NS(C)(=O)=O)cc2)cc1,·,18%,2%
O=C(CN1CCc2ccccc21)NC(=O)NC1CCCCC1,-26%,?,-18%
O=C(NCC(=O)N1CCC(N2CCCCC2)CC1)C1CCCCC1,-3%,-15%,-14%
OCc1cn(-c2ccccc2)nc1-c1cccnc1,1%,-4%,-9%
COc1ccccc1NC(=O)Cn1nnc(C(=O)Nc2ccccc2)c1N,0%,-2%,1%
NS(=O)(=O)c1ccc(CCNC(=O)COC(=O)/C=C/c2cc(Br)ccc2F)cc1,-2%,?,-3%
O=C(COC(=O)c1nc(Cl)ccc1Cl)c1ccc(Cl)s1,-6%,-3%,-17%
O=C(NC12CC3CC(CC(C3)C1)C2)C1CC(=O)N(c2ccc(Br)cc2)C1 (stereo unspecified),-1%,13µM*,-4%
O=C1Nc2ccccc2S/C1=C/NCc1ccccc1Cl,-14%,-24%,-9%
O=C(COC(=O)Cc1ccc(S(=O)(=O)N2CCOCC2)s1)NCc1ccc(Cl)cc1,-1%,-15%,-1%
Cc1ccc(C(=O)/C=C/Nc2cccc([N+](=O)[O-])c2)o1,-7%,-19%,-16%
O=C1CC(c2nnc(Cc3ccc(Cl)cc3)o2)CN1c1ccccc1 (stereo unspecified),-9%,?,-9%
O=S1(=O)N=C(N2CCCC2)c2ccccc21,-7%,-1%,5%
Cc1ccc(N2C(=O)C3C4C=CC(CNC(=S)Nc5ccc(F)cc5)(O4)C3C2=O)cc1 (stereo unspecified),-2%,?,-1%
CC(C)(C)OC(=O)CNC(=O)c1[nH]cnc1C(=O)NCC(=O)OCc1ccccc1,1%,?,-3%

# Results in KAT2A inh (six entries from above):
Molecule,KAT2A inh
O=C(NC12CC3CC(CC(C3)C1)C2)C1CC(=O)N(c2ccc(Br)cc2)C1 (stereo unspecified),-1%
O=S1(=O)N=C(N2CCCC2)c2ccccc21,-7%
O=C(NCC(=O)N1CCC(N2CCCCC2)CC1)C1CCCCC1,-3%
COc1ccccc1NC(=O)Cn1nnc(C(=O)Nc2ccccc2)c1N,0%
CC(C)(C)OC(=O)CNC(=O)c1[nH]cnc1C(=O)NCC(=O)OCc1ccccc1,1%
Cc1ccc(N2C(=O)C3C4C=CC(CNC(=S)Nc5ccc(F)cc5)(O4)C3C2=O)cc1 (stereo unspecified),-2%

# Continuation:
SMILES,KAT2A inh,DT40 TDP1 CPT,FEN1 inh
COc1ccc(CCNS(=O)(=O)c2ccc(Cl)s2)cc1OC,-7%,-20%,7%
O=C(CN1C(=O)COc2ccc(S(=O)(=O)N3CCOCC3)cc21)N1CCN(c2ccc(F)cc2)CC1,3%,·,-1%
O=C(O)c1ccc2oc(SCC(=O)N3CCCCC3)nc2c1,-3%,13%,-6%
COC(=O)c1nn(-c2ccc(OC)cc2)c(=O)c2c(N)sc(C)c12,-2%,23µM*,15%
CCC(=O)N1CCc2cc(OC)c(OC)cc2C1COc1ccc(C(=O)OC)cc1 (stereo unspecified),-10%,?,-4%
O=C(O)C1=C[C@H](c2coc3ccccc3c2=O)C[C@H](OCCCCO)O1,6%,-13%,4%
CC(C)(C)C(=O)Oc1ccc(S(=O)(=O)Nc2ccccc2C(=O)NCC(=O)O)cc1,-6%,-3%,·
c1ccc(CN2CCN(Cc3cn4cccnc4n3)CC2)cc1,2%,19%,0%
COc1ccc(C)cc1NC(=O)C(OC(=O)CNC(=O)c1cccc(F)c1)c1ccccc1 (stereo unspecified),-4%,-21%,3%
CCOc1ccc(CNC(=O)CN2C(=O)CSc3c2c(C)nn3-c2ccccc2)cc1,-2%,-1%,1%
CCN(c1cccc(C)c1)S(=O)(=O)c1ccc(-n2cccn2)cc1,-25%&-4%,?,-28%&-4%
O=C(Nc1ccc(N2CCCCC2)cc1)c1ccc2ccccc2n1,-27%,?,-21%
COc1ccccc1/C=C/C=N/n1c(-c2ccc(Cl)cc2Cl)n[nH]c1=S,-6%,-21%,-5%
COc1ccc(N(C2=NCCCS2)S(=O)(=O)c2ccc(C(C)(C)C)cc2)cc1,-9%,-20%,10%
COc1cc([N+](=O)[O-])ccc1NC(=O)NCc1ccccn1,-6%,0%,9%

# Next section (3 carried over from the part before).
SMILES,KAT2A inh,DT40 TDP1 CPT,FEN1 inh
COc1ccccc1/C=C/C=N/n1c(-c2ccc(Cl)cc2Cl)n[nH]c1=S,-6%,-21%,-5%
COc1ccc(N(C2=NCCCS2)S(=O)(=O)c2ccc(C(C)(C)C)cc2)cc1,-9%,-20%,10%
COc1cc([N+](=O)[O-])ccc1NC(=O)NCc1ccccn1,-6%,0%,9%
Cc1cccc(NC(=O)CN2C(=O)N/C(=C/c3cc(C)n(C)c3C)C2=O)c1,3%,-3%,6%
CCN(CC1CCCO1)C(=O)CCc1nnc(Cc2ccc3c(c2)OCO3)o1 (stereo unspecified),?,12%,-10%
CCN(CC(=O)Nc1c(F)cccc1F)C(=O)c1ccc2c(=O)n3c(nc2c1)CCC3,0%,9%,3%
CC(=O)C1=C(C)NC(=O)NC1c1cccs1 (stereo unspecified),0%,0%,-3%
Cc1ccc(N(C(C)C(=O)N2CCOCC2)S(C)(=O)=O)cc1C (stereo unspecified),2%,-15%,20%
Cc1ccc2nc(NC(=O)c3ccco3)sc2c1,-28%,?,17%
Cc1ccc(NS(=O)(=O)c2cccc(C(=O)NCC(c3ccco3)N3CCCCC3)c2)cc1 (stereo unspecified),?,26µM*,-17%
COc1cc(C=O)ccc1OCC(=O)N1CCOCC1,-5%,-12%,-1%
CC1=Nc2cc([N+](=O)[O-])ccc2NC(C)(C)C1,-9%,-28%,-1%
Cc1cccc(C)c1OCc1cc(=O)n2c3c(sc2n1)CCCC3,-3%,-29%,-4%
CCN(C(=O)CSc1nc2ccc([N+](=O)[O-])cc2s1)c1c(N)n(Cc2ccccc2)c(=O)[nH]c1=O,·,?,13%
CCOc1ccc(C(=O)Nc2cccc(NC(=O)c3ccco3)c2)cc1Cl,0%,?,89µM*
O=C(COc1ccc(F)cc1)OCc1cc(=O)n2nc(C3CCCCC3)sc2n1,4%,-21%,19%
CC(C)(C)OC(=O)C[C@@H]1C/C=C\C[C@H](CC(=O)NCCO)C(=O)N2CCC[C@@H]2COC1=O,0%,-8%,0%
CCN(CC(=O)Nc1ccc(OC)cc1)CC(=O)N1CC(=O)Nc2ccccc21,-8%,1%,1%
COc1ccc(NC(=O)CN(C)C(=O)CCc2nc3cc(S(=O)(=O)N4CCOCC4)ccc3n2C)cc1,0%,-3%,3%
Cc1cc(Br)ccc1NC(=O)c1c(C)oc2ncnc(N3CCCCC3)c12,-3%,16µM*,0%
COc1ccc2nc(-c3ccccc3)cc(OC)c2c1,-7%,-11%,-17%
Nc1ncn(CC(=O)c2ccccc2)n1,0%,2%,-8%
CCCCNC(=O)CC1N=C2c3ccccc3N=C(SCC(=O)Nc3ccccc3OC)N2C1=O (stereo unspecified),1%,-3%,16%
CCn1c(COc2ccc(OC)cc2)nnc1SCC(=O)Nc1cc(OC)ccc1OC,0%,?,-2%
CCC(C)NC(=O)C1(C)CCC(=O)N1CCc1ccc(OC)c(OC)c1 (stereo unspecified),-18%,-22%,-14%
O=C(O)c1cccc(COc2ccccc2Cl)c1,-7%,-27%,2%

# This is a subset; count on the stated rates, not on these rows.
